# High-throughput results from PubChem.
# M. tuberculosis = growth inhibition of non-replicating M. tuberculosis (AID 488890); Mycobacterium tuberculosis non-replicating, growth inhibition; higher % means a stronger effect; inhibition, % at 25 µM; hits with a dose series show IC50 in µM; hit rate 0.39% among 320,000; in the data active = a potency from the dose series; inconclusive = inhibition mostly from about 82% at the one dose, without a potency; inactive = the rest, 99 in 100 with inhibition below about 76%;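 also: plate controls were DMSO cells for no effect and high antibiotic wells for full effect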
# H1N1 NS1A inhibition = H1N1 influenza NS1A inhibitors, functional cell based assay (AID 504329). NS1A functional cell-based assay, percent inhibition; higher % means a stronger effect. inhibition, % at 12.5 µM, or IC50 in µM where a hit was titrated. hit rate 0.3% among 340,000; in the data active = a potency from the dose series; inconclusive = inhibition above about 27% without an active follow-up result; also: strong numbers were not always called active
# Salmonella PhoP GFP = PhoP regulon inhibitors, Salmonella typhi PhoP promoter GFP reporter, confirmatory (AID 1850). Salmonella Typhi PhoP-promoter GFP reporter, fluorescence, 4 h; higher % means a stronger effect. one-dose inhibition, % at 50 µM; IC50 in µM for titrated hits. hit rate 0.33% among 310,000; in the data active = a potency from the dose series; inconclusive = inhibition mostly from about 25% at the one dose, without a potency; inactive = the rest, 99 in 100 with inhibition below about 19%;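 also: 0% = induced wells with vehicle and 100% = uninduced wells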
# M. tuberculosis HTS = M. tuberculosis growth inhibition, HTS (AID 449762); inhibition, % at 25 µM; hits with a dose series show IC50 in µM; hit rate 0.59% among 330,000; M. tuberculosis H37Rv growth inhibition, 7H9 media; higher % means a stronger effect; in the data active = a potency from the dose series; inconclusive = inhibition above about 70% without an active follow-up result;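 also: bacterial growth assessed after seven days of incubation; strong numbers were not always called active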
# inhibitors of VEEV = inhibitors of VEEV TC-83 cytopathic effect, confirmation, Vero cells (AID 588727). Vero cells, VEEV TC-83 cytopathic effect inhibition; higher % means a stronger effect. inhibition, % at 20 µM, or IC50 in µM where a hit was titrated. hit rate 0.13% among 350,000; in the data active = a potency from the dose series; inconclusive = inhibition mostly from about 14% at the one dose, without a potency; inactive = the rest, 99 in 100 with inhibition below about 12%; also: strong numbers were not always called active
# inhibitors of VEEV 10K pilot screen = second read-out of inhibitors of VEEV, no call of its own (marks repeat the call); inhibition, %; measured here: 10K pilot screen inhibition
# Active calls of the source: *; i = inactive; ? = inconclusive; . = no result given; & = joins results of further samples.
SMILES,M. tuberculosis,H1N1 NS1A inhibition,Salmonella PhoP GFP,M. tuberculosis HTS,inhibitors of VEEV,others
O=C(NC1CCC(O)CC1)c1ccc(S(=O)(=O)NCc2ccco2)cc1 (stereo not given),3.8%,0.8%,-1.5%,-0.3%,i,
O=C(NCc1ccco1)/C(=C/c1ccco1)NC(=O)c1ccccc1,-10.2%,0.2%,-5.7%,-6.7%,i,
Cc1cc(C)cc(NC(=S)NC2CC3CCCC(C2)N3Cc2cccs2)c1 (stereo not given),?,>100µM*,2.1%,8.2%,i,
CC(C)c1ccc(NC(=O)CSc2nc3ccsc3c(=O)n2Cc2ccc(C(=O)O)cc2)cc1,14.7%,3.2%,-12.0%,7.5%,i,
Cc1cc(F)c(F)c(C(=O)N2CCOCC2)c1,-2.0%,-0.7%,-7.5%,-4.2%,1.6%,
O=C(CN1C(=O)C2(OCCCO2)c2ccccc21)NCc1ccccc1,-0.6%,22.2%,1.7%,-8.1%,1.2%,
O=C(NCC(=O)N1CCOCC1)c1ccccc1,-6.9%,5.4%,6.9%,-7.1%,1.4%,
COc1cc(C2C(C#N)=C(N)Oc3cc(N)ccc32)cc(OC)c1OC (stereo not given),5.0%,4.8%,-12.4%,-10.2%,8.8%,
O=C(CN(C1CCCCC1)C1CCCCC1)N1CCc2ccccc2C1,24.5%,-2.6%,-2.9%,12.4%,3.4%,
O=C(c1cc(F)ccc1F)C1CCCN(C(=O)c2ccc3nccnc3c2)C1 (stereo not given),-11.8%,-1.3%,15.7%,-5.1%,8.8%,
Cc1cn(Cc2ccccc2Cn2cc(C)c(=O)[nH]c2=O)c(=O)[nH]c1=O,-5.5%,5.0%,2.0%,-5.9%,i,
CCOC(=O)C1(Cc2ccccc2)C(=O)N(CCCN(C)C)c2ccccc21 (stereo not given),2.3%,.,-25.1%,7.9%,i,
CCCC1C2C(=O)N(c3ccccc3OCC)C(=O)C2ON1c1ccccc1 (stereo not given),21.1%,9.0%,3.5%,7.1%,6.3%,
Cc1ccc(C)c(NC(=O)CN(C)C(=O)CCN2C(=O)c3ccccc3C2=O)c1,-12.5%,4.0%,0.4%,0.8%,1.0%,
CC(/C=C1\NC(=S)NC1=O)=C\c1ccccc1,?,5.3%,-15.6%,7.8%,i,
O=S(=O)(NCc1ccccn1)c1cc(C(F)(F)F)ccc1Cl,19.6%,-1.2%,7.9%,-5.0%,0.5%,
Cc1noc(C)c1COC(=O)Cc1ccc(Br)cc1,35.6%,-9.2%,-5.9%,-3.3%,0.0%,
COc1ccc(NC(=O)Cn2c(C)cc(=O)c3cccc(OC)c32)cc1,74.2%,2.5%,-7.5%,11.6%,1.1%,
COc1ccc(NC(=O)N2CCC3(CC2)OCCO3)cc1OC,20.0%,12.0%,2.9%,1.7%,0.1%,
COc1cccc(C(=O)NNC(=O)Cc2csc(N)n2)c1,8.5%,-2.1%,-1.8%,2.9%,0.1%,
COc1ccc(C(=O)Cn2nnc(-c3ccccc3NC(=O)C3CCCCC3)n2)cc1,3.2%,-1.5%,-0.7%,1.0%,8.3%,
Cc1ccc(C)c(N(CC(=O)NC2CCCC2)C(=O)c2oc(C(C)(C)C)cc2C)c1,41.8%,8.3%,-1.7%,10.2%,4.3%,
O=C(NCc1ccccn1)c1n[nH]c2ccccc12,7.8%,-3.8%,-3.2%,0.7%,7.4%,
Cc1ccccc1N=C1Nc2ccccc2N[C@]12C[C@H]1CCC(=O)N3CC[C@@H](C2)[C@@H]13,.,-4.3%,.,.,0.3%,
CCN(CC(=O)Nc1ccccc1C(F)(F)F)C(=O)Cc1cccs1,-11.1%,-4.7%,.,-6.3%,1.8%,
O=C(CCNC(=O)c1ccccc1)N/N=C/c1ccc([N+](=O)[O-])cc1,2.4%,-5.5%,-5.1%,2.6%,1.8%,
O=C(O)CC(C(=O)O)n1nc(-c2ccccc2)cc1-c1ccccc1 (stereo not given),-16.6%,5.7%,-3.8%,-8.6%,0.6%,
COc1ccc(NC2CCCN(C(=O)c3ccccc3C(F)(F)F)C2)cc1 (stereo not given),0.7%,13.3%,-8.9%,-7.2%,2.0%,
O=C(C1CCC(CNc2c(N3CCCCC3)c(=O)c2=O)CC1)N1CCN(c2ccccn2)CC1 (stereo not given),.,-12.9%,15.8%,-16.5%,1.6%,
CCOc1ccc(/C(C)=N/NC(=O)C(OC)c2ccccc2)cc1 (stereo not given),7.4%,4.1%,5.0%,-3.0%,i,
O=C(O)CC1S/C(=N/N=C/C=C/c2ccccc2)NC1=O (stereo not given),-24.8%&-24.1%,6.8%&20.5%,-6.4%&-9.2%,1.6%&-2.2%,0.8%&0.5%,
O=C1CC(N2CCN(Cc3ccc4c(c3)OCO4)CC2)C(=O)N1c1cccc2ccccc12 (stereo not given),3.5%,1.0%,5.6%,-2.0%,1.1%,
COc1cc(OC)c(N2CC(C(=O)Nc3cc(Cl)ccc3N3CCOCC3)CC2=O)cc1Cl (stereo not given),41.7%,4.8%,.,0.9%,8.4%,
O=C(NC1CCCCC1)c1cc2nc3c(c(C(F)(F)F)n2n1)CCCC3,70.6%,-8.2%,18.2%,?,0.4%,
COc1ccc(CNS(=O)(=O)c2ccc(-c3ccc(=O)[nH]n3)s2)cc1OC,0.4%,3.0%,-2.6%,-2.4%,1.0%,
COc1ccccc1NC(=O)c1ccc(Cl)c(S(=O)(=O)N2CCOCC2)c1,-11.1%,-5.0%,-0.8%,-5.3%,11.0%,
CC(=O)c1ccc(NC(=O)CSc2nc3[nH]c(=O)cc(O)c3s2)cc1,.,-28.1%,.,.,7.2%,
CCOc1ccccc1N(CC(=O)OC)S(=O)(=O)c1ccccc1,2.0%,5.6%,4.0%,5.5%,1.8%,inhibitors of VEEV 10K pilot screen=0.0
Cc1ccc(NC(=O)C2CSC3(C)CCC(=O)N23)cc1S(=O)(=O)N1CCCCCC1 (stereo not given),16.1%,1.0%,.,0.5%,6.7%,
COc1ccc(OC)c(CCNC(=O)CC2Oc3ccc(C)cc3NC2=O)c1 (stereo not given),.,-0.1%,.,.,i,

# Among those listed so far, two have an aryl thioether with sulfur outside any ring:
SMILES,M. tuberculosis,H1N1 NS1A inhibition,Salmonella PhoP GFP,M. tuberculosis HTS,inhibitors of VEEV,others
CC(C)c1ccc(NC(=O)CSc2nc3ccsc3c(=O)n2Cc2ccc(C(=O)O)cc2)cc1,14.7%,3.2%,-12.0%,7.5%,i,
CC(=O)c1ccc(NC(=O)CSc2nc3[nH]c(=O)cc(O)c3s2)cc1,.,-28.1%,.,.,7.2%,

# (list continues)
SMILES,M. tuberculosis,H1N1 NS1A inhibition,Salmonella PhoP GFP,M. tuberculosis HTS,inhibitors of VEEV,others
Cc1cccc(C)c1NC(=O)CS(=O)CC(=O)Nc1ccc(F)cc1F (stereo not given),-3.5%,6.5%,-5.8%,4.0%,1.1%,
O=C(CN1CCN(C(=O)C2CCCO2)CC1)Nc1ccc(Cl)c(Cl)c1 (stereo not given),-10.2%,-0.9%,-4.0%,-12.1%,2.1%,
O=C(CNc1cccc2ccccc12)N/N=C/c1ccc([N+](=O)[O-])cc1,8.8%,-12.5%,-5.0%,-0.3%,i,
O=C(CN1C(=O)NC2(CCc3ccccc32)C1=O)NCc1ccccc1Cl (stereo not given),-4.7%,-16.5%,.,1.2%,0.5%,
O=C(COc1ccc(Cl)cc1)NCCc1ccccn1,-5.3%,-8.2%,3.8%,2.7%,1.5%,
Cc1cccc(C(=O)OCC(=O)Nc2nccs2)c1,10.4%,-20.1%,-1.7%,-4.7%,2.4%,
c1ccc(Cn2ncc3c(N4CCN(C(c5ccccc5)c5ccccc5)CC4)ncnc32)cc1,45.7%,2.1%,-5.0%,14.8%,6.6%,
CC(=O)Nc1ccc(S(=O)(=O)Nc2ccc3nc(C)sc3c2)cc1,13.2%,-9.2%,.,-4.8%,0.1%,
COCCCNC(=O)CCc1ccccc1,2.7%,1.4%,-7.8%,-0.4%,i,
CC(C)Oc1ccc(S(=O)(=O)N2CCCCC2)cc1NC(=O)CC1OC(=O)c2ccccc21 (stereo not given),14.3%,-3.2%,-4.8%,2.8%,9.5%,
O=S(=O)(c1ccccc1)c1nc(-c2ccccc2)oc1N1CCOCC1,2.1%,-1.5%,-3.0%,4.8%,1.0%,
N#C/C(=C\c1c[nH]c2ccccc12)c1nnc2n1CCCCC2,-3.5%,-7.4%,-1.8%,-5.3%,1.8%,
Cc1ccc(C(=O)CCC(=O)OCC(=O)N2CCN(S(=O)(=O)c3ccc(C)cc3C)CC2)cc1,.,5.5%,.,.,2.3%,
Cc1ccc(NC(=O)CC2C(=O)NCCN2C(=O)c2ccc(F)cc2)cc1 (stereo not given),-4.0%,-5.8%,-6.6%,-26.2%,1.6%,
CCCn1c(=O)c2c(nc3n2CC(C)CN3Cc2ccccc2)n(C)c1=O (stereo not given),9.0%,9.2%,-7.7%,-3.0%,5.3%,
CCOC(=O)CN1C(=O)CC(c2ccc([N+](=O)[O-])cc2)C1=O (stereo not given),12.4%,-2.5%,8.1%,6.6%,1.2%,
COc1cccc(NC(=S)Nc2ccc(Br)cc2Cl)c1,?,2.7%,5.5%,-12.4%,3.9%,
CN1CCN(C(=O)/C=C/c2ccc([N+](=O)[O-])o2)CC1,.,-6.5%,.,.,0.7%,
COc1ccc(OCC(=O)Nc2ccc3c(c2)OCO3)cc1,?,5.8%,-2.7%,68.8%,1.2%,
Cc1ccc(-c2csc(NC(=O)c3ccc4c(=O)n5c(nc4c3)CCCCC5)n2)cc1,4.7%,-13.9%,-4.8%,-5.7%,11.3%,
CCC1CCC(C(=O)NC(CCSC)C(=O)NCCc2ccc(S(N)(=O)=O)cc2)CC1 (stereo not given),2.8%,-0.3%,-11.1%,1.1%,i,
COC(=O)c1cc(S(=O)(=O)NCCCN2CCCC2=O)cn1C,-9.5%,-1.7%,-11.2%,1.4%,0.6%,
O=C1CNC(=S)N1CCc1ccccc1Cl,-9.4%,-0.6%,-7.2%,-0.8%,1.0%,
CC1CCN(C(=O)Cn2cc(C(=O)c3ccco3)c3ccccc32)CC1,15.9%,8.2%,-6.4%,-4.3%,5.1%,
CCC(C)NCC(O)COCc1ccc(Cl)cc1 (stereo not given),11.3%,-0.7%,10.2%,-0.6%,0.3%,
COc1ccc(CNC(=O)c2ccc3oc(C(C)C)nc3c2)cc1,36.3%,2.8%,9.7%,11.2%,0.7%,
CCc1ccc(N2CC(C(=O)NCCC3=CCCCC3)CC2=O)cc1 (stereo not given),5.4%,-3.4%,-8.4%,3.6%,6.6%,
O=C(CCS(=O)(=O)c1ccccc1)OCc1ccc([N+](=O)[O-])cc1,33.7%,7.3%,-6.7%,-7.6%,0.5%,

# A stretch taken from the entries so far, as a working copy:
SMILES,M. tuberculosis,H1N1 NS1A inhibition,Salmonella PhoP GFP,M. tuberculosis HTS,inhibitors of VEEV,others
COc1ccc(OCC(=O)Nc2ccc3c(c2)OCO3)cc1,?,5.8%,-2.7%,68.8%,1.2%,
Cc1ccc(-c2csc(NC(=O)c3ccc4c(=O)n5c(nc4c3)CCCCC5)n2)cc1,4.7%,-13.9%,-4.8%,-5.7%,11.3%,
CCC1CCC(C(=O)NC(CCSC)C(=O)NCCc2ccc(S(N)(=O)=O)cc2)CC1 (stereo not given),2.8%,-0.3%,-11.1%,1.1%,i,
COC(=O)c1cc(S(=O)(=O)NCCCN2CCCC2=O)cn1C,-9.5%,-1.7%,-11.2%,1.4%,0.6%,
O=C1CNC(=S)N1CCc1ccccc1Cl,-9.4%,-0.6%,-7.2%,-0.8%,1.0%,
CC1CCN(C(=O)Cn2cc(C(=O)c3ccco3)c3ccccc32)CC1,15.9%,8.2%,-6.4%,-4.3%,5.1%,
CCC(C)NCC(O)COCc1ccc(Cl)cc1 (stereo not given),11.3%,-0.7%,10.2%,-0.6%,0.3%,
